T cruzi intra = intracellular Trypanosoma cruzi inhibition. hit rate 4.9% among 22,000. intracellular Trypanosoma cruzi in host cells, plate reader. activity score (inhibition), % at 5.01 µM; in the data active = activity score above about 55%; inconclusive = no clear call, values can overlap the other calls;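 note: parasites and compound incubated about four days before reading; 0% = median of neutral control wells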
INS-1E ATP HTS = INS-1E beta cell protection from cytokine death | INS-1E cytokine-induced death, ATP luminescence, 48 h; normalised: neutral wells 0, positive control 100 | protection from cytokine-induced ATP loss, % at 10 µM | hit rate 0.1% among 20,000 | AID 488910;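 active = mean replicate protection from cytokine-induced ATP loss at least 50% and at least 75% of replicates each reaching 50%; inconclusive = meets only one of the two criteria, mean or replicate share; inactive = fails both the mean and replicate share criteria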
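assay system = INS-1E rat insulinoma cells | amount = 8000 cells per well | medium = phenol-red-free RPMI with 5% fetal bovine serum | doses = one compound concentration, pin transfer | timing = 48 h cytokine plus compound treatment, 10 min reagent incubation | also added = IL-1β, TNF-α and IFN-γ cytokine mix | signal = CellTiter-Glo luminescence measuring cellular ATP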
* marks the source's active call; other numbers are inactive results; ? = inconclusive; / = not tested or not shown. An excerpt (hit frequency here may not be typical).

SMILES | T cruzi intra | INS-1E ATP HTS
C[C@@H]1CN([C@H](C)CO)C(=O)c2cc(NC(=O)Nc3cccc4ccccc34)ccc2O[C@@H]1CN(C)Cc1ccc(Cl)c(Cl)c1 | 54.0 | -11.8
COc1ccc(/C=N/NC(=O)CCCCC(=O)NO)cc1OC | -21.8 | 7.0
COc1ccc(S(=O)(=O)Nc2ccc3c(c2)CC(=O)N([C@@H](C)CO)C[C@H](C)[C@@H](CN(C)Cc2ccc(C(F)(F)F)cc2)O3)cc1 | 83.3* | -13.3
C[C@H]1CN([C@@H](C)CO)C(=O)c2cccc(NC(=O)c3ccc(-c4nccs4)cc3)c2O[C@@H]1CN(C)Cc1ccc(Cl)c(Cl)c1 | 53.4 | -39.9
COc1ccc(S(=O)(=O)N(C)C[C@H]2Oc3ccc(NS(=O)(=O)c4c(C)noc4C)cc3C(=O)N([C@@H](C)CO)C[C@H]2C)cc1 | -5.1 | 3.5
O=C(N/N=C/c1cccc(O)c1)c1ccccc1O | -15.8 | -35.5
COc1ccc(S(=O)(=O)N(C)C[C@H]2Oc3ccc(NC(=O)C4CC4)cc3C(=O)N([C@H](C)CO)C[C@@H]2C)cc1 | -17.8 | 2.6
Cc1ccc(S(=O)(=O)Nc2ccc3c(c2)CC(=O)N([C@H](C)CO)C[C@H](C)[C@H](CN(C)Cc2ccc(Cl)c(Cl)c2)O3)cc1 | 21.1 | -3.7
C[C@H]1CN([C@@H](C)CO)C(=O)c2cccc(NC(=O)NC3CCCCC3)c2O[C@@H]1CN(C)Cc1ccc(-c2ccccc2)cc1 | 35.5 | -10.0
Cc1noc(C)c1NC(=O)N(C)C[C@@H]1OCc2cn(nn2)CCCC(=O)N([C@H](C)CO)C[C@H]1C | -22.8 | /
CNC[C@H]1Oc2ccc(NC(=O)C3CC3)cc2CC(=O)N([C@H](C)CO)C[C@H]1C | -5.5 | -0.6
CNC[C@H]1Oc2c(NC(=O)C3CC3)cccc2C(=O)N([C@@H](C)CO)C[C@H]1C | -2.8 | 7.2
C[C@H](CO)N1C[C@H](C)[C@H](CN(C)C(=O)Nc2ccc(C(F)(F)F)cc2)Oc2c(NC(=O)c3ccncc3)cccc2C1=O | 72.4* | -6.4
Cc1noc(C)c1NC(=O)Nc1ccc2c(c1)CC(=O)N([C@H](C)CO)C[C@H](C)[C@H](CN(C)Cc1ccc3c(c1)OCO3)O2 | -24.1 | 9.9
CC(C)NC(=O)N(C)C[C@H]1Oc2c(NC(=O)Nc3ccc4c(c3)OCO4)cccc2C(=O)N([C@H](C)CO)C[C@H]1C | -0.2 | 2.0

Given with each value named: entries from further up
molecule: COc1ccc(/C=N/NC(=O)CCCCC(=O)NO)cc1OC
  T cruzi intra = -21.8	INS-1E ATP HTS = 7.0

molecule: COc1ccc(S(=O)(=O)Nc2ccc3c(c2)CC(=O)N([C@@H](C)CO)C[C@H](C)[C@@H](CN(C)Cc2ccc(C(F)(F)F)cc2)O3)cc1
  T cruzi intra = 83.3*	INS-1E ATP HTS = -13.3

molecule: C[C@H]1CN([C@@H](C)CO)C(=O)c2cccc(NC(=O)c3ccc(-c4nccs4)cc3)c2O[C@@H]1CN(C)Cc1ccc(Cl)c(Cl)c1
  T cruzi intra = 53.4	INS-1E ATP HTS = -39.9

(more compounds)
SMILES | T cruzi intra | INS-1E ATP HTS
C[C@@H]1CN([C@H](C)CO)C(=O)c2cccc(NS(=O)(=O)c3ccccc3)c2O[C@H]1CN(C)S(=O)(=O)c1cn(C)cn1 | -14.8 | 9.4
CNC[C@H]1Oc2ccc(NC(=O)Nc3ccccc3)cc2CC(=O)N([C@H](C)CO)C[C@H]1C | -10.5 | 14.4
C[C@@H]1CN([C@H](C)CO)C(=O)c2cccc(NS(=O)(=O)c3cn(C)cn3)c2O[C@@H]1CN(C)Cc1ccncc1 | 52.1 | 5.3
CC(C)NC(=O)Nc1ccc2c(c1)C(=O)N([C@@H](C)CO)C[C@@H](C)[C@@H](CN(C)S(=O)(=O)c1ccc(F)cc1)O2 | 9.4 | -3.2
C[C@@H]1CN([C@@H](C)CO)C(=O)Cc2cc(NC(=O)c3ccncc3)ccc2O[C@@H]1CN(C)CC1CCCCC1 | -9.2 | 6.9
C[C@@H]1CN([C@@H](C)CO)C(=O)c2cc(NC(=O)CCN3CCOCC3)ccc2O[C@H]1CN(C)C(=O)NC1CCCCC1 | -6.2 | 5.2
C[C@@H]1CN([C@@H](C)CO)C(=O)c2cc(N(C)C)ccc2O[C@H]1CN(C)C(=O)Nc1ccc(F)cc1 | -10.3 | -0.6
COc1ccc(S(=O)(=O)N(C)C[C@H]2Oc3ccc(NC(=O)Cn4cnnn4)cc3CC(=O)N([C@@H](C)CO)C[C@@H]2C)cc1 | 0.9 | 2.7
C[C@H]1CN([C@@H](C)CO)C(=O)Cc2cc(NC(=O)Nc3cccc4ccccc34)ccc2O[C@H]1CN(C)S(=O)(=O)c1cn(C)cn1 | -26.5 | 5.3
Cc1noc(C)c1NC(=O)N(C)C[C@H]1Oc2c(NS(=O)(=O)c3ccc(F)cc3)cccc2C(=O)N([C@@H](C)CO)C[C@H]1C | -30.2 | 7.9
C[C@@H]1CN([C@H](C)CO)C(=O)c2cccc(NC(=O)Nc3ccc(C(F)(F)F)cc3)c2O[C@@H]1CN(C)Cc1ccc2c(c1)OCO2 | ? | -26.7
C[C@H]1CN([C@@H](C)CO)C(=O)c2cc(NC(=O)CCN3CCOCC3)ccc2O[C@@H]1CN(C)Cc1ccc(C(=O)O)cc1 | -17.1 | 5.5
C[C@@H]1CN([C@H](C)CO)C(=O)Cc2cc(NC(=O)Cc3ccccc3)ccc2O[C@H]1CN(C)S(=O)(=O)c1cn(C)cn1 | 4.9 | 7.1
C[C@@H]1CN([C@@H](C)CO)C(=O)c2cccc(NS(=O)(=O)c3ccccc3)c2O[C@@H]1CN(C)C(=O)Nc1ccc2c(c1)OCO2 | 13.0 | 7.1
Cc1noc(C)c1NC(=O)Nc1ccc2c(c1)C(=O)N([C@H](C)CO)C[C@H](C)[C@H](CN(C)CC1CC1)O2 | -8.9 | 3.7

Copied from above for reference:
SMILES | T cruzi intra | INS-1E ATP HTS
C[C@@H]1CN([C@H](C)CO)C(=O)c2cccc(NS(=O)(=O)c3ccccc3)c2O[C@H]1CN(C)S(=O)(=O)c1cn(C)cn1 | -14.8 | 9.4
CNC[C@H]1Oc2ccc(NC(=O)Nc3ccccc3)cc2CC(=O)N([C@H](C)CO)C[C@H]1C | -10.5 | 14.4

The results go on.
SMILES | T cruzi intra | INS-1E ATP HTS
C[C@@H]1CN([C@@H](C)CO)C(=O)c2cc(NS(=O)(=O)c3cccs3)ccc2O[C@H]1CN(C)CC1CCCCC1 | 17.7 | 6.0
C[C@@H]1CN([C@@H](C)CO)C(=O)c2cccc(NC(=O)c3ccc(-c4nccs4)cc3)c2O[C@H]1CN(C)CC1CCCCC1 | 64.0* | -43.3
C[C@@H]1CN([C@H](C)CO)C(=O)c2cccc(NS(=O)(=O)c3ccc(Cl)cc3)c2O[C@@H]1CN(C)S(=O)(=O)c1cccs1 | 6.9 | 3.1
C[C@H]1CN([C@@H](C)CO)C(=O)Cc2cc(NS(C)(=O)=O)ccc2O[C@H]1CN(C)S(=O)(=O)c1ccc(Cl)cc1 | 5.0 | 2.2
C[C@@H]1CN([C@@H](C)CO)C(=O)c2cccc(NS(C)(=O)=O)c2O[C@H]1CN(C)C(=O)Nc1ccc(C(F)(F)F)cc1 | 5.8 | 4.4
C[C@@H]1CN([C@@H](C)CO)C(=O)c2cc(NS(=O)(=O)c3ccc(Cl)cc3)ccc2O[C@H]1CN(C)Cc1ccc2c(c1)OCO2 | -6.0 | -12.2
CNC[C@H]1Oc2c(NC(=O)c3ccc(-c4nccs4)cc3)cccc2C(=O)N([C@@H](C)CO)C[C@@H]1C | -20.1 | -6.3
C[C@H]1CN([C@@H](C)CO)C(=O)Cc2cc(NC(=O)Nc3ccc(C(F)(F)F)cc3)ccc2O[C@H]1CN(C)C(=O)Nc1ccc2c(c1)OCO2 | -16.2 | 5.4
COc1ccc(CN(C)C[C@@H]2Oc3c(NC(=O)c4cc(C)nn4C)cccc3C(=O)N([C@H](C)CO)C[C@H]2C)cc1 | 9.0 | -2.8
Cc1noc(C)c1NC(=O)Nc1ccc2c(c1)C(=O)N([C@@H](C)CO)C[C@H](C)[C@@H](CN(C)Cc1ccc(C(=O)O)cc1)O2 | 1.7 | 7.8
C[C@@H]1CCCCO[C@H](CN(C)Cc2ccncc2)[C@@H](C)CN([C@H](C)CO)C(=O)c2cc(NC(=O)Nc3ccc4c(c3)OCO4)ccc2O1 | -4.6 | -5.0
CNC[C@H]1Oc2ccc(NC(=O)CCC(F)(F)F)cc2C(=O)N([C@H](C)CO)C[C@H]1C | -4.9 | -0.6
Cc1noc(C)c1S(=O)(=O)Nc1ccc2c(c1)CC(=O)N([C@H](C)CO)C[C@@H](C)[C@H](CN(C)S(=O)(=O)c1cccs1)O2 | -10.2 | 8.4
C[C@@H]1CN([C@H](C)CO)C(=O)c2cccc(NC(=O)Nc3ccc(C(F)(F)F)cc3)c2O[C@H]1CN(C)Cc1ccccc1 | 39.2 | -27.3
COc1ccc(S(=O)(=O)Nc2ccc3c(c2)CC(=O)N([C@@H](C)CO)C[C@H](C)[C@@H](CN(C)S(=O)(=O)c2cccs2)O3)cc1 | -7.8 | 1.6
C[C@H]1CN([C@@H](C)CO)C(=O)Cc2cc(NS(=O)(=O)c3cccs3)ccc2O[C@@H]1CN(C)C(=O)Nc1ccccc1 | -20.6 | 8.7
C[C@@H]1CCCCO[C@@H](CN(C)CC2CCCCC2)[C@@H](C)CN([C@H](C)CO)C(=O)c2cc(NC(=O)CCCN(C)C)ccc2O1 | -35.1 | 4.0
Cc1ccc(S(=O)(=O)N(C)C[C@@H]2Oc3c(NC(=O)Nc4ccccc4)cccc3C(=O)N([C@H](C)CO)C[C@@H]2C)cc1 | -46.2 | -22.2
Cc1noc(C)c1NC(=O)N(C)C[C@@H]1Oc2ccc(NC(=O)Cc3ccccc3)cc2CC(=O)N([C@H](C)CO)C[C@@H]1C | -21.5 | 8.0
Cc1noc(C)c1S(=O)(=O)Nc1ccc2c(c1)CC(=O)N([C@H](C)CO)C[C@H](C)[C@H](CN(C)S(=O)(=O)c1ccc(Cl)cc1)O2 | 7.2 | -0.3
C[C@@H]1CN([C@H](C)CO)C(=O)c2cc(NC(=O)NC3CCCCC3)ccc2O[C@@H]1CN(C)Cc1ccc(-c2ccccc2)cc1 | 13.0 | -21.3
C[C@@H]1CN([C@H](C)CO)C(=O)c2cccc(NC(=O)Nc3cccc4ccccc34)c2O[C@H]1CN(C)C(=O)Nc1ccc(C(F)(F)F)cc1 | 24.5 | -30.8
CC(C)COC(=O)N(C)C[C@H]1OCc2cn(nn2)CCCC(=O)N([C@@H](C)CO)C[C@@H]1C | -4.3 | /
Cc1ccc(S(=O)(=O)N(C)C[C@H]2Oc3c(NS(=O)(=O)c4cccs4)cccc3C(=O)N([C@@H](C)CO)C[C@H]2C)cc1 | 2.9 | -1.1
C[C@@H]1CN([C@@H](C)CO)C(=O)CCCn2cc(nn2)CO[C@@H]1CN(C)C(=O)NC1CCCC1 | -10.5 | /
C[C@@H]1CN([C@H](C)CO)C(=O)c2cccc(NS(=O)(=O)c3ccc(Cl)cc3)c2O[C@@H]1CN(C)CC1CC1 | -5.7 | 4.6
Cc1noc(C)c1NC(=O)Nc1cccc2c1O[C@@H](CN(C)C(=O)Nc1c(C)noc1C)[C@H](C)CN([C@H](C)CO)C2=O | -17.5 | 14.9
COc1ccc(S(=O)(=O)Nc2ccc3c(c2)CC(=O)N([C@@H](C)CO)C[C@@H](C)[C@@H](CN(C)C(=O)NC(C)C)O3)cc1 | -11.6 | 19.8
C=CCOc1ccccc1/C=N/NC(=O)c1ccc(C(=O)NO)cc1 | -9.3 | 24.2
C[C@H]1CN([C@@H](C)CO)C(=O)c2cccc(NC(=O)c3ccncc3)c2O[C@@H]1CN(C)C(=O)Nc1ccc2c(c1)OCO2 | -18.1 | 3.8
C[C@H](CO)N1C[C@H](C)[C@@H](CN(C)C)Oc2c(NC(=O)C3CCOCC3)cccc2C1=O | -6.6 | 6.7
C[C@@H]1CN([C@@H](C)CO)C(=O)CCCn2nncc2CO[C@H]1CN(C)C(=O)Nc1ccc2c(c1)OCCO2 | -21.9 | 8.8
Cc1noc(C)c1NC(=O)N(C)C[C@H]1Oc2ccc(NC(=O)C3CC3)cc2CC(=O)N([C@@H](C)CO)C[C@@H]1C | -10.4 | 0.9
Cc1cc(C(=O)Nc2cccc3c2O[C@@H](CN(C)Cc2ccc(C(F)(F)F)cc2)[C@H](C)CN([C@H](C)CO)C3=O)n(C)n1 | 26.0 | -11.6
C[C@@H]1CN([C@H](C)CO)C(=O)c2cccc(NS(=O)(=O)c3cccs3)c2O[C@H]1CN(C)Cc1ccc(C(=O)Nc2ccccc2N)cc1 | 17.2 | 7.4
Cc1ccc(S(=O)(=O)N(C)C[C@H]2Oc3ccc(NC(=O)NC4CCCCC4)cc3CC(=O)N([C@H](C)CO)C[C@H]2C)cc1 | 16.8 | -1.0
C[C@@H]1CN([C@H](C)CO)C(=O)c2cc(NC(=O)Nc3ccc(C(F)(F)F)cc3)ccc2O[C@H]1CN(C)Cc1ccc2c(c1)OCO2 | 36.5 | -18.7
C[C@H]1CN([C@@H](C)CO)C(=O)Cc2cc(NC(=O)Nc3cccc4ccccc34)ccc2O[C@H]1CN(C)CC1CCCCC1 | 61.8* | -46.8
Cc1ccc(S(=O)(=O)N(C)C[C@H]2Oc3c(NC(=O)c4cc(C)nn4C)cccc3C(=O)N([C@H](C)CO)C[C@H]2C)cc1 | -11.0 | 6.9
C[C@H](CO)N1C[C@H](C)[C@H](CN(C)Cc2ccncc2)Oc2ncc(-c3cccc(F)c3)cc2C1=O | 8.3 | /

Screening data deposited in PubChem by Broad Institute.
